Shn3 inh set2: inhibitors of Schnurri-3 3'UTR reporter in osteoblasts. Clone20 osteoblast Shn3 3'UTR firefly luciferase, 24 h. inhibition, % at 12.5 µM. 360,000 compounds, 0.52% hits. AID 588674;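 active = mean inhibition of at least 75% with every replicate also reaching 75%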;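 note: 0% = median of neutral control wells and 100% = pilot-screen positive control compound; some compounds past the cut are filed as inactive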
KKLEB tox: counter-screen for CF NF-kB inhibitors: cytotoxicity; KKLEB CF airway cells viability, ATPlite luminescence, overnight; stronger effect = lower value; cells stimulated with P. aeruginosa culture filtrate; activity change (cytotoxicity), % at 5 µM; 360,000 compounds, 0.36% hits;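 active = corrected activity change at or below -50% at 5 µM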
CF NFkB block: inhibitors of cystic fibrosis induced NF-kB. KKLEB NF-kB-GFP reporter, PAF-induced, GFP fluorescence overnight. inhibition, % at 5 µM. 360,000 compounds, 0.86% hits. AID 588850;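 active = at least 50% inhibition at 5 µM, scaled per plate between neutral and stimulator controls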;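 note: PAF is a Pseudomonas aeruginosa culture filtrate used as stimulus; plate controls were PAF-stimulated DMSO wells for no effect and unstimulated DMSO wells for full effect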
TRPM1 prom inh: reduces MITF-dependent TRPM1 promoter luciferase signal. SK-MEL-5 TRPM1 promoter luciferase, 24 h. inhibition, % at 12.5 µM. 330,000 compounds, 0.83% hits;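 active = mean inhibition across replicates of 60% or more, whatever share of single replicates reaches that level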; note: values of inactives mirror those of a sister screen read the other way
hiPSC survival: enhancers of human iPSC single-cell survival. hiPSC single-cell survival, ATPlite luminescence; 100% = ROCK inhibitor wells, 0% = DMSO. 360,000 compounds, 0.044% hits. survival enhancement, % at 20 µM; in the data active = survival enhancement above about 18%;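 note: cells exposed to compounds for 16 hours before the ATP read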
LMP1 NFkB inh: inhibitors of Epstein-Barr LMP1-induced NF-kappaB reporter. LMP1-induced NF-kappaB luciferase reporter cells, luminescence. inhibition, % at 12.5 µM. 350,000 compounds, 0.69% hits. AID 504558; in the data active = inhibition above about 41%;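 note: 0% = neutral control wells and 100% = reference inhibitor control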
NR2E3 ag-1: NR2E3 (human) agonism | AID 2300 | Q9Y5X4 | 320,000 compounds, 0.12% hits | GST-NR2E3/biotin-RetCOR TR-FRET, 1536-well | inhibition of corepressor binding, % at 4.78 µM;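 active = percent inhibition above the cutoff of mean plus 3 SD of all tested compounds, set per screening campaign, cut at about 20% in these data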;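 note: 0% = DMSO wells and 100% = biotin wells as full block of FRET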
Target sequence (Q9Y5X4 whole entry, looked up): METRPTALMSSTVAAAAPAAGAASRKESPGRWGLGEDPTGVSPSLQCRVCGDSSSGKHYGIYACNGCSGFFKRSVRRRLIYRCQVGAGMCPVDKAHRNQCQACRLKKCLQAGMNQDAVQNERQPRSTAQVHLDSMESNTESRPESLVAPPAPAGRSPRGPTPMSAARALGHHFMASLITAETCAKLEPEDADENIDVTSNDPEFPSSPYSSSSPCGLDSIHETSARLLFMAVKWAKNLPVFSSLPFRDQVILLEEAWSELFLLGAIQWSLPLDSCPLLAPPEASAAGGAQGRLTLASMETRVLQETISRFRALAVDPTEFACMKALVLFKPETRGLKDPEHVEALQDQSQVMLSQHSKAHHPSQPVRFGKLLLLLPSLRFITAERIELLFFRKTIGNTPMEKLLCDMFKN
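Material: NR2E3–RetCOR corepressor complex / Amount: 1.35 nM GST-NR2E3 / Medium: Tris pH 7.5 / Compound: single nominal compound dose of 4.8 µM / Incubation: 5 h at 4 °C / Technique: TR-FRET, Eu(K)-anti-GST donor, streptavidin-D2 acceptor, ex 340, em 617/671 nm / Read-out basis: percent loss of FRET ratio relative to control wells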
Peg3 prom inh: reduces Peg3 promoter-driven luciferase expression in HeLa; HeLa PEG-Prom luciferase reporter, luminescence, overnight; inhibition, % at 20 µM; 360,000 compounds, 1.7% hits;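 active = inhibition of at least 50% at 20 µM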
HIF-2a block: HIF-2a inhibition; 786-0 RCC cells HIF-2a reporter, luciferase luminescence, overnight; inhibition, % at 18.8 µM; 360,000 compounds, 0.72% hits;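 active = inhibition of the luminescence signal of 40% or more relative to plate controls, in a single-dose primary screen at 18.75 µM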
NR2E3 ag-2: activates human NR2E3 receptor; CHO-S Gal4-NCOR/VP16-NR2E3 two-hybrid, luciferase; inhibition of corepressor binding, % at 3.98 µM; 360,000 compounds, 0.35% hits; AID 602229;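 active = inhibition above the mean of all tested compounds plus 3 SD, cut at about 70% in these data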;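 note: 0% = DMSO with NR2E3 transfected cells and 100% = cells lacking NR2E3 construct; higher means lower luciferase signal from less NR2E3 corepressor binding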
C8 TRAIL sens: sensitizes caspase-8 expressing cells to TRAIL | inhibition (viability loss, TRAIL sensitization), % at 10 µM | 360,000 compounds, 1% hits | AID 624354 | NB7+C8 cells + TRAIL, ATPlite viability luminescence;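 active = compounds causing at least 50% loss of cell viability in the single-dose screen, relative to plate controls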
* = called active by the depositor; x = no result given. A portion of the library; the hit share may differ from the screen's.

#	structure	HIF-2a block	Peg3 prom inh	Shn3 inh set2	C8 TRAIL sens	TRPM1 prom inh	KKLEB tox	LMP1 NFkB inh	CF NFkB block	NR2E3 ag-2	NR2E3 ag-1	hiPSC survival
1	Cc1cccc(NC(=O)C2CCN(c3ncnc4c3nc3n4CCCCC3)CC2)n1	11	-2	51	5	23	-12	1	-20	-1	2	0.4
2	Fc1ccccc1-n1cc(-c2ccccc2)[nH]c1=S	-221	-226	9	3	-3	2	-4	-26	-37	2	-0.6
3	CCN(CC)C(=O)C(C)N(C#N)c1nc(NC(C)C)nc(NC(C)C)n1 (stereo not given)	17	-1	-7	-24	-12	12	-2	-10	-8	-5	-1.0
4	Oc1ccc(Cl)cc1C=NN1CCCCCC1	-239	-375	-67	12	-45	-11	-26	7	-18	x	-0.5
5	CCOc1ccc(S(=O)(=O)NCc2ccc3c(c2)OCO3)cc1NC(C)=O	19	15	0	-3	4	-1	-3	10	3	0	1.6
6	COc1cccc(CN(C(=O)c2ccco2)C(C(=O)NC2CCCC2)c2cccnc2)c1 (stereo not given)	18	4	-1	0	7	0	1	6	-2	2	2.0
7	Cc1ccc(S(=O)(=O)N2CCC(=O)N(CCOCc3cccc(F)c3)CC2)cc1	0	-107	-83	-2	-3	-19	-28	-8	-11	-1	-0.3
8	COc1ccc(C(=O)NNC(=S)NC(=O)c2ccc(F)cc2)cc1Br	9	22	-45	0	x	-3	x	0	-1	3	-0.4

Carrying on.
#	structure	HIF-2a block	Peg3 prom inh	Shn3 inh set2	C8 TRAIL sens	TRPM1 prom inh	KKLEB tox	LMP1 NFkB inh	CF NFkB block	NR2E3 ag-2	NR2E3 ag-1	hiPSC survival
9	NC(=O)C1CCN(C(=O)c2ccc3c(c2)S(=O)(=O)c2ccccc2C3=O)CC1	7	-8	-20	2	-12	5	-3	11	-11	4	-0.6
10	Cc1nn(C(=O)c2ccco2)c(C)c1Br	14	4	1	5	-10	-12	-7	3	15	1	-0.5
11	CCC[C@H]1COCCS(=O)(=O)N1Cc1ccccc1	-1	7	-10	2	2	7	5	-8	17	-3	0.2
12	CCc1ccc(NC(=O)c2ccccc2SC)cc1	-203	-161	-61	0	-43	-10	-11	7	-52	-1	0.4
13	CCCCN1C(=O)C(CC(=O)NCC2CCCCC2)CC(C(=O)N(C)C)=C1C (stereo not given)	13	-12	-6	-2	x	5	-6	9	1	x	-0.2
14	CCn1nc(C(=O)Nc2ccc3c(c2)OCCO3)c2ccccc2c1=O	-118	-73	-16	4	x	11	-9	-41	-31	x	-3.5
15	O=c1c(N2CCOCC2)nsnc1N1CCOCC1	8	4	-12	-9	-7	-1	-2	13	-2	3	0.4
16	CC(=O)NCCC(=O)N(C)CC1CCN(CCc2cccc(C(F)(F)F)c2)CC1	16	27	12	13	7	0	-2	2	-9	x	-0.4

Further entries.
#	structure	HIF-2a block	Peg3 prom inh	Shn3 inh set2	C8 TRAIL sens	TRPM1 prom inh	KKLEB tox	LMP1 NFkB inh	CF NFkB block	NR2E3 ag-2	NR2E3 ag-1	hiPSC survival
17	Cc1ccc(C)c(NC(=O)CN(C)C(C)C(=O)N2CCCC2)c1 (stereo not given)	2	-1	2	5	5	-1	1	-26	5	x	-3.1
18	O=C(NCc1ccco1)c1ccc(C(=O)NCc2ccco2)cc1	10	2	-11	-8	-3	6	2	0	-23	x	3.1
19	O=C(COC(=O)c1ccc[nH]c1=O)NCCC1=CCCCC1	8	-16	45	5	2	14	-2	4	-26	x	3.3
20	COC(=O)c1c(NC(=O)COC(=O)CNC(=O)c2ccco2)sc(C)c1C	9	-8	-11	1	-1	4	-15	-1	0	0	-2.2
21	N/C(=N\O)c1cn(Cc2ccccc2Cl)c2ccccc12	26	28	11	15	5	-3	-14	-4	-6	0	-0.4
22	Cc1ccc(NS(=O)(=O)c2c(C)[nH]c(C)c2C(=O)N2CCCCC2)c(Cl)c1	11	7	-15	-9	-7	-1	-4	-4	-28	-1	-0.2
23	CCCCNc1nnc(SCC(=O)c2c(N)n(C3CC3)c(=O)[nH]c2=O)s1	12	16	-5	-5	-9	8	3	-9	-27	x	-0.2
24	CCOC(=O)C1=C(COC(=O)C2CC(=O)N(c3ccc(C)cc3)C2)NC(=O)NC1C (stereo not given)	17	0	85	1	-11	0	-2	3	0	0	-0.2

Quoted at random: 2 records from the list, in no set order.
#	structure	HIF-2a block	Peg3 prom inh	Shn3 inh set2	C8 TRAIL sens	TRPM1 prom inh	KKLEB tox	LMP1 NFkB inh	CF NFkB block	NR2E3 ag-2	NR2E3 ag-1	hiPSC survival
21	N/C(=N\O)c1cn(Cc2ccccc2Cl)c2ccccc12	26	28	11	15	5	-3	-14	-4	-6	0	-0.4
19	O=C(COC(=O)c1ccc[nH]c1=O)NCCC1=CCCCC1	8	-16	45	5	2	14	-2	4	-26	x	3.3

Going on with the list:
#	structure	HIF-2a block	Peg3 prom inh	Shn3 inh set2	C8 TRAIL sens	TRPM1 prom inh	KKLEB tox	LMP1 NFkB inh	CF NFkB block	NR2E3 ag-2	NR2E3 ag-1	hiPSC survival
25	CC(=O)N1CCN(S(=O)(=O)c2cccc(C(=O)OCc3ccc(F)cc3)c2)CC1	9	-5	15	16	x	-17	2	1	13	x	0.6
26	Cc1ccc(S(=O)(=O)NC2=NCN(CCN3CCOCC3)CN2)cc1	10	9	-24	-18	6	-1	-11	-6	-25	-1	4.5
27	C=CCc1cc(C)ccc1OCCCC(C(=O)OCC)C(=O)OCC	-4	5	9	0	6	9	4	1	0	-2	-1.7
28	CCn1c(-c2cc(OC)c(OC)c(OC)c2)n[nH]c1=S	20	13	-2	-11	16	1	5	-4	-18	1	0.1
29	CCCC1C2CN(C(C)C)CC=C2C(C#N)=C(N)C1(C#N)C#N (stereo not given)	9	-8	1	14	4	3	6	17	-4	0	0.8
30	CC1S/C(=N/N=C/c2ccco2)NC1=O (stereo not given)	-10	-14	3	-22	-5	3	0	5	9	4	-3.9
31	CCOc1cccc(/C=N/NC(=O)c2cc(C3CC3)[nH]n2)c1O	-24	35	95*	9	61*	-3	-4	7	-44	3	0.1
32	O=S(=O)(NC1=NCCCCC1)c1ccc2ccccc2c1	-35	-53	10	2	-12	2	10	3	8	-1	-1.2

(continued)
#	structure	HIF-2a block	Peg3 prom inh	Shn3 inh set2	C8 TRAIL sens	TRPM1 prom inh	KKLEB tox	LMP1 NFkB inh	CF NFkB block	NR2E3 ag-2	NR2E3 ag-1	hiPSC survival
33	COc1ccc(CNC(=O)CN(C(=O)CCC(=O)Nc2ccccn2)c2cccc(C)c2)cc1	15	6	10	-6	9	7	0	-6	-32	-1	-0.3
34	COc1ccc(N(C(=O)c2ccco2)C(C(=O)NC2CCCC2)c2ccc(N(C)C)cc2)cc1OC (stereo not given)	15	0	9	-9	-1	-11	-5	-5	-4	2	5.2
35	CSc1ccc(CNc2ccc(C)c(C)c2)cc1	-313	-226	-32	10	-79	10	-19	-1	-32	1	0.3
36	CN=c1scc(-c2ccc(Br)cc2)n1C	-10	-17	-5	3	-15	2	-1	-9	-26	-4	1.6
37	Cc1ccc(C)c(N(C(=O)c2csnn2)C(C(=O)NC2CCCC2)c2cccnc2)c1 (stereo not given)	2	15	3	10	0	4	-1	-5	6	4	-0.2
38	CC(C)c1cc(=O)n2c(nc3ccccc32)[nH]1	-59	-37	-15	11	-5	8	-9	1	0	-2	0.1
39	CNc1cc(-c2ccc(CC#N)cc2)ncn1	-260	-195	-76	15	x	8	x	7	-64	x	-1.9
40	Cc1ccc(C(=O)Nc2ccn(C)n2)cc1	-195	-172	-49	14	-64	1	-6	-8	-59	5	-0.4

(next part)
#	structure	HIF-2a block	Peg3 prom inh	Shn3 inh set2	C8 TRAIL sens	TRPM1 prom inh	KKLEB tox	LMP1 NFkB inh	CF NFkB block	NR2E3 ag-2	NR2E3 ag-1	hiPSC survival
41	NC(=O)C1c2ccccc2CSc2ccccc21 (stereo not given)	0	21	-4	0	-5	-3	-4	-5	-15	-1	-2.6
42	O=C(O)COc1ccc(/C=N/n2cnc3scc(-c4cccs4)c3c2=O)cc1	19	11	-19	-7	-4	0	4	2	-2	-2	-2.3
43	CC(Sc1nnc(C(F)(F)F)n1C)C(=O)Nc1ccc(S(N)(=O)=O)cc1 (stereo not given)	4	7	-6	-9	4	5	1	-3	-26	0	0.0
44	Cc1ccc(NC(=O)N2CCc3ccccc32)cc1C	-133	-141	-38	66*	-36	-12	-24	-11	-122	-2	-3.4
45	Cc1cc(C)c(N=C2C(=O)Nc3ccccc32)c(C)c1	8	16	7	-11	2	5	19	-4	-9	3	-0.7
46	OCC(O)/C=N/Nc1nc2ccccc2s1 (stereo not given)	-51	-47	-5	-2	7	5	-4	-14	-42	4	0.1
47	CC(C)N1CCC(C)(C(=O)Nc2cccc(Oc3ccccc3)c2)C1 (stereo not given)	6	9	4	9	x	-19	x	0	20	x	-2.9
48	CCC(C)[C@H](N)c1nnc(SCC(=O)c2ccc(Cl)cc2)o1 (stereo not given in full)	27	8	-5	6	7	-1	1	6	-6	2	-1.7

Further compounds.
#	structure	HIF-2a block	Peg3 prom inh	Shn3 inh set2	C8 TRAIL sens	TRPM1 prom inh	KKLEB tox	LMP1 NFkB inh	CF NFkB block	NR2E3 ag-2	NR2E3 ag-1	hiPSC survival
49	CC[C@]12c3[nH]c4ccc(Cl)cc4c3CCN1C(=O)[C@@H](CC(=O)NC/C=C(\C)CCC=C(C)C)C[C@@H]2C(=O)N1CCN(C(=O)C2CC2)CC1	-28	60*	43	15	39	-4	2	19	9	x	1.5
50	COc1ccc(N2C(=O)CSC23C(=O)Nc2ccccc23)cc1OC (stereo not given)	9	5	7	-16	16	2	-3	-5	-10	4	2.3
51	O=C(CN1CCN(c2ccccn2)CC1)Nc1ccccc1	8	7	-12	-11	-3	-2	7	-2	-18	0	-1.0
52	CSc1ccccc1NC(=O)c1cc(-c2cccs2)on1	-251	-126	-60	11	-22	6	-30	-26	-43	1	5.0
53	Cc1noc(C)c1S(=O)(=O)N1CCC(C(=O)NCCN2CCC(C)CC2)CC1	13	8	-5	-5	-9	-6	-5	3	-7	1	4.7
54	COCc1cc(C)c2c(N)c(C#N)sc2n1	3	-11	2	-10	-3	0	11	-11	-16	-1	1.1
55	CC1CC(C(O)c2ccccn2)C(=O)C(C(O)c2ccccn2)C1 (stereo not given)	14	3	2	-1	-1	-8	-3	7	2	x	-0.1
56	Cc1ccc(OCCOCCN2CCN(C)CC2)c(C(C)(C)C)c1	7	-4	13	5	6	-11	-7	8	10	-3	0.3

From PubChem
